Bioassay records: PubChem, Johns Hopkins Ion Channel Center
CHT inh – human CHT choline transport inhibition | Q9GZV3 | CHT-expressing cells, membrane potential dye, choline response; active compounds read low | B-score at 10 µM | 310,000 tested, 0.86% active;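 active means B-score over 3 SD under the library average, and starting fluorescence ratio not unusually high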;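 further: choline stimulus applied at its EC90 after an EC20 pre-addition; B-score computed on integrated fluorescence ratio after choline addition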
Target sequence (Q9GZV3 whole entry, looked up): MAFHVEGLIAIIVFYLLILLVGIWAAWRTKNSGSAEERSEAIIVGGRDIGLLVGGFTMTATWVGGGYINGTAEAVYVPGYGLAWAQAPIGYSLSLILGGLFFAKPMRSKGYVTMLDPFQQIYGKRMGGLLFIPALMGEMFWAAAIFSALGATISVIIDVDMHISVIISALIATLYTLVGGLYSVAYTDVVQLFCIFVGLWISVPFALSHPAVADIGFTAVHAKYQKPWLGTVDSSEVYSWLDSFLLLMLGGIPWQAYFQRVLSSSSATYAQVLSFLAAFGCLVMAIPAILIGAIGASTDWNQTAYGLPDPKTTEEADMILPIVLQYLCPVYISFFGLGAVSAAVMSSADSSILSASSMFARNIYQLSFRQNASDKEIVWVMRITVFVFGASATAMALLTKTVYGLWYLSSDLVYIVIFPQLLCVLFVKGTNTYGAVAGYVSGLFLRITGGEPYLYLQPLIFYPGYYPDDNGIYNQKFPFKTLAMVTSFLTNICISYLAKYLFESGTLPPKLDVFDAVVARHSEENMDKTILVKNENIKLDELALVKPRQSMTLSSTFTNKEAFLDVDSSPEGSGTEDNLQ
CHT allo act – allosteric activators of human choline transporter CHT. Q9GZV3. AID 488977. B-score at 10 µM. 310,000 tested, 0.49% active. CHT-expressing cells, membrane potential dye, choline EC20; active compounds read high; LV-AA mutant CHT in HEK293 cells;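 active means initial fluorescence not abnormally high and integrated response B-score, plate-corrected, over 3 SD above library mean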
Starred values were filed as active, the others as inactive; i = inactive.

Every second line gives: CHT inh, CHT allo act
> COc1ccc(NC(=O)Cn2cccc2)cc1Cl
 : i, i
> COc1ccc2c(c1)[C@H]1[C@H](CO2)[C@H](c2ccccc2)[C@]2(C)C(=O)Nc3cc(Cl)ccc3C(=O)N12
 : i, i
> Cc1ccccc1-n1c(C)cc(/C=C2\NC(=O)NC2=O)c1C
 : -8.08*, i
> CCCCNC(=S)NNC(=O)c1ccc2c(c1)OCO2
 : i, i
> CC(NC(=O)c1c(O)c2ccccc2[nH]c1=O)c1ccccc1 (centres undefined)
 : i, i
> Nc1nonc1C(=O)N1CCCCC1
 : i, i
> COc1cccc(-n2cc(C(=O)O)c3ccccc3c2=O)c1
 : i, i
> CCOC(=O)c1c(NC(=O)CSc2ncnc3[nH]ncc23)sc2c1CCC(C)C2 (centres undefined)
 : i, i
> Cc1ccc(Nc2nc(N)nc(CSCCO)n2)cc1
 : i, i
> Cc1ccc(SCC(=O)NC(C)c2ccccc2)cc1 (centres undefined)
 : i, i
> O=C(CSc1ncnc2c1cnn2-c1ccc(Cl)cc1)NCc1ccc2c(c1)OCO2
 : i, i
> Brc1nnc2n1-c1ccccc1Sc1ccccc1-2
 : i, i
> COC(=O)c1cc2c(cc1NC(=O)CSCCc1ccccn1)OCO2
 : i, i
> CCN(CC)C(=O)c1c(C)nc2ccccn12
 : i, i
> Cc1ccc2c(c1)sc1nc(=O)n(-c3ccc(Cl)cc3)c(=O)n12
 : i, i
> Cc1ccc(NS(=O)(=O)c2cc(C(=O)NCc3ccccn3)ccc2Cl)cc1C
 : i, i
> Cc1nnc(N(C)C(=O)Cc2ccc3c(c2)OCO3)s1
 : i, i
> COc1ccc(-c2nc(-c3cccc(C)c3)[nH]c(=O)c2C#N)cc1
 : i, i
> O=c1c2ccccc2n(Cc2ccc(Cl)cc2)c(=O)n1Cc1ccco1
 : i, i
> COc1ccc(CC(=O)c2ccc(OC)c(OC)c2C)cc1OC
 : i, i
> CCOc1ccc2ccccc2c1/C=N/NC(=O)c1ccncc1
 : i, i
> CCc1ccc(N2C(=O)CN(Cc3ccccc3)C2=S)cc1
 : i, i
> CC(C)=CCSc1nnc(CCNC(=O)OC(C)(C)C)o1
 : i, i
> CCOc1cc(/C=N/n2c(C)nc3ccccc3c2=O)ccc1O
 : i, i
> CCN(CC)c1ccc(/C=N/NC(=O)CNC(=O)C2COc3ccccc3O2)c(O)c1 (centres undefined)
 : i, i
> CC1CCN(CCC(=O)Nc2ccc3c(c2)OCCO3)CC1
 : i, i
> C1CCC2(CC1)OCC1(CO2)COC2(CCCCC2)OC1
 : i, i
> O=C(CSc1nnc(-c2ccco2)o1)c1ccc([N+](=O)[O-])cc1
 : i, i
> CCOC(=O)c1c(C)[nH]c(C(=O)OCC(=O)Nc2ccc(OCC)cc2)c1C
 : i, i
> N#Cc1c(Cn2cncn2)nc(=O)n(-c2ccc(Cl)cc2)c1N
 : i, i
> Cc1[nH]c(=O)c(C#N)c(C)c1[N+](=O)[O-]
 : i, i
> O=C(Nc1nc2cc3c(cc2s1)OCO3)C1CC1
 : i, i
> COc1cccc(COC(=O)c2ccc3c(=O)n4c(nc3c2)CCC4)c1OC
 : i, i
> S=C(NCc1ccccc1Cl)Nc1ccccc1Cl
 : i, i
> O=[N+]([O-])c1ccc(/C=N/Nc2ncc(Br)cn2)cc1
 : i, i
> Cc1cnc(NC(=O)/C=C/c2ccc(Br)o2)s1
 : i, i
> CCOc1ccccc1NC(=O)NCCCCc1ccccc1
 : i, i
> CCN(c1ccccc1)S(=O)(=O)c1cccc(C(=O)O)c1
 : i, i
> Cc1ccc2c(c1)C(c1ccc([N+](=O)[O-])cc1)=NNC(c1ccc(Br)cc1)=N2
 : i, i
> CC1CCCCN1C(=O)CSc1nnc(-c2cccnc2)o1 (centres undefined)
 : i, i
> COc1cc(OC)cc(C(=O)NCCSCc2ccc(Cl)cc2)c1
 : i, i
> O=C(c1ccc(F)cc1F)N1CCCC(c2nc(-c3cccs3)no2)C1 (centres undefined)
 : i, i
> COc1ccc(/C=C2/SC(=S)N(Cc3ccccc3)C2=O)cc1O
 : i, i
> O=C(Cc1nn[nH]n1)Nc1ccc(F)cc1F
 : i, i
> O=C(O/N=C\c1ccc(N2CCCCC2)c([N+](=O)[O-])c1)c1cccc(Cl)c1
 : i, i
> C#CCN(C(=O)c1ccc(OC2CCN(Cc3ccccn3)CC2)cc1)C1CCCCC1
 : i, i
> N#CCC(=O)NCCCc1ccccc1
 : i, i
> CC(C)(C)c1cc(CCC(=O)N2CCC2)cc(C(C)(C)C)c1O
 : i, i
> O=C1CCC(C(=O)OCC(=O)c2ccccc2)N1 (centres undefined)
 : i, i
> C=CCSc1nc2c(c(=O)[nH]1)C(C(C)C)C(C#N)=C(N)O2 (centres undefined)
 : i, i
> CN(C)Cc1c(C(=O)N/N=C/c2ccc(-c3ccccc3)cc2)nnn1-c1nonc1N
 : i, i
> CC(=O)c1c(C)[nH]c(C(=O)OCC(=O)c2c(N)n(C)c(=O)n(C)c2=O)c1C
 : i, i
> CN(c1ccccc1)S(=O)(=O)c1ccc(C(=O)Nc2nnc(-c3ccc(F)cc3)o2)cc1
 : i, i
> O=C(O)CCCC(=O)NCc1c(Cl)cccc1Sc1ccc(Cl)cc1
 : i, i
> CC1=C(C(=O)OCc2ccccc2)C(c2ccccc2Br)NC(=O)N1 (centres undefined)
 : i, i
> CCOc1cc(C)c(S(=O)(=O)Nc2ccc(F)cc2)cc1C
 : i, i
> CCOC(=O)C1(Cc2ccc(OC)cc2)CCN(C(=O)c2cc(C)nn2C)CC1
 : i, i
> CNc1nc(SC)nc(N(C)C#N)n1
 : i, i
> COc1ccc(CNC(=O)CCCCCn2c(SCC#N)nc3cc4c(cc3c2=O)OCO4)cc1
 : i, i
> COC(=O)CCCSc1nccn1-c1ccccc1
 : i, i

The last two entries of the part before come first, to join the parts.
Every second line gives: CHT inh, CHT allo act
> COc1ccc(CNC(=O)CCCCCn2c(SCC#N)nc3cc4c(cc3c2=O)OCO4)cc1
 : i, i
> COC(=O)CCCSc1nccn1-c1ccccc1
 : i, i
> O=C(NCCCCNC(=O)c1ccccc1F)c1ccccc1F
 : i, i
> CC(C)c1nnc(NC(=O)CCC(=O)N2CCC(Cc3ccccc3)CC2)s1
 : i, i
> CCCn1ncc(CN2CCN(CCc3ccccc3)C(CCO)C2)c1C (centres undefined)
 : i, i
> O=C1OC(Cc2ccncc2)C(O)=C1C1=NCCCN1 (centres undefined)
 : i, i
> COc1ccc(/C=N/NC(=S)SC)cc1OC
 : i, i
> CC(C)(C)NC(=O)CN(C(=O)CNS(=O)(=O)c1ccccc1)c1ccc2c(c1)OCCO2
 : i, i
> Cn1cccc1C(=O)OCC(=O)Nc1cccc(S(=O)(=O)N2CCOCC2)c1
 : i, i
> COc1cc(C(=O)NCc2nnc(SCC(=O)N3CCc4ccccc43)o2)cc(OC)c1OC
 : i, i
> COc1ccc(CCNC(=O)COc2ccc(S(=O)(=O)N3CCCC3)cc2)cc1
 : i, i
> CCOC(=O)N1CCN(C(=O)c2ccc(C)c(S(=O)(=O)Nc3ccccc3)c2)CC1
 : i, i
> Nc1ccc(C(=O)c2cccs2)cc1
 : i, i
> c1ccc(-c2nnc(CN3CCCCC3)o2)cc1
 : i, i
> CC(=O)NC(CCS(C)(=O)=O)C(=O)Nc1c(C)cccc1C (centres undefined)
 : i, i
> Nc1ccc2c(c1)OC1(CCCC1)O2
 : i, i
> CC1CC(C)CN(S(=O)(=O)c2ccc(C(=O)NCc3ccc4c(c3)OCO4)cc2)C1 (centres undefined)
 : i, i
> Cc1nnc(CN(C)Cc2cn[nH]c2-c2ccc(-c3ccccc3)cc2)o1
 : i, i
> CCCCC(=O)Nc1ccc(C(=O)Nc2ccc(OC)cc2[N+](=O)[O-])cc1
 : i, i
> O=C(NCCS(=O)(=O)NCc1ccc(F)cc1)c1ccc2c(c1)OCO2
 : i, i
> c1ccc(Cn2nnc3c(NCc4ccc5c(c4)OCO5)ncnc32)cc1
 : i, i
> O=C(Nc1ccc2c(c1)C(=O)N(CC1CCCO1)C2=O)c1ccccc1Br (centres undefined)
 : i, i
> Nc1ncnc2c1nc(SCCO)n2Cc1ccccc1
 : i, i
> CCCOC(=O)CSc1nc(N)c(C#N)c(-c2ccco2)c1C#N
 : i, i
> CN(C)S(=O)(=O)N(CC(=O)NCCSCc1ccccc1)c1ccccc1
 : i, i
> Nc1nc(SCC(=O)Nc2cccc(Oc3ccccc3)c2)n[nH]1
 : i, i
> Cc1ccc(NC(=O)CN(C)C(=O)COC(=O)C(C)(C)Oc2ccc(Cl)cc2)cc1
 : i, i
> Cc1nnc(SCC(=O)N(C)c2ccccc2)n1-n1cccc1
 : i, i
> CCC1(c2ccccc2)NC(=O)N(CC(=O)N(C)CC(=O)Nc2cccc(OC)c2)C1=O (centres undefined)
 : i, i
> CN(Cc1nc(Cc2cccc(C(F)(F)F)c2)no1)C1CC(C)(C)NC(C)(C)C1
 : i, i
> COc1ccc(C(=O)NC(=S)Nc2ccccc2N2CCOCC2)cc1Br
 : i, i
> CCN(CC(=O)NCc1cccs1)C(=O)/C=C/c1ccc(OC)c(OC)c1
 : i, i
> CCC(=O)OCC(=O)C1(OC(=O)CC)[C@H](C)C[C@H]2[C@H]3[C@H]([C@@H](O)C[C@@]21C)[C@@]1(C)C=CC(=O)C=C1C[C@H]3Cl (some centres undefined)
 : i, i
> COc1cc(-c2cc(C(=O)NCc3ccco3)c3ccccc3n2)cc(OC)c1OC
 : i, i
> CCNc1nc(NCC)nc(OCCNS(=O)(=O)c2ccccc2)n1
 : i, i
> COc1ccc(-n2nnnc2-c2cn(C)nc2C(F)(F)F)cc1
 : i, i
> Cc1cc(NC(=O)Nc2cccc(C)c2C)no1
 : i, i
> O=C(CCC(=O)n1ncc2ccccc21)NCc1ccccc1Cl
 : i, i
> O=S(=O)(c1ccc(F)cc1)N1CCN(CC(O)COc2ccccc2F)CC1 (centres undefined)
 : i, i
> Cc1ccccc1C(=O)NNC(=S)NC(=O)c1cccnc1
 : i, i
> Cc1cccc(NCc2nc(-c3ccccc3)no2)c1
 : i, i
> CCOc1ccc(C(=O)Nc2cccc(C(=O)O)c2C)cc1Cl
 : i, i
> COC(=O)c1c(NC(=O)c2cccc(N3C(=O)CCC3=O)c2)sc2c1CCN(C(C)=O)C2
 : i, i
> C#CCNC(=O)C1=C[C@@H](c2ccc(C#C)cc2)[C@H](CCCO)[C@@H](OCC)O1
 : i, i
> c1coc(CN(Cc2ccco2)c2ncnc3c2oc2ccccc23)c1
 : i, i
> CCN(CCCNC(=O)CN1C(=O)COc2ccc(S(=O)(=O)N3CCC(C)CC3)cc21)Cc1ccccc1
 : i, i
> O=C(Nc1ccccc1Cl)c1ccc(S(=O)(=O)NCC2CCCO2)cc1 (centres undefined)
 : -6.42*, i
> O=C(CSc1ccc2nnc(-c3ccccn3)n2n1)N1CCOCC1
 : i, i
> Cc1ccc(NC(=O)c2ccc(NCCN)c([N+](=O)[O-])c2)cc1Cl
 : i, i
> COc1ccccc1N1CCN(C2CCCN(C(=O)c3snnc3C)C2)CC1 (centres undefined)
 : i, i
> COc1ccc(C(=O)N/C(=C/c2cccs2)C(=O)NC(C)(C)C)cc1OC
 : i, i
> CCOc1ccc(S(=O)(=O)NC(C)C(=O)NC2CCCC2)cc1 (centres undefined)
 : i, i
> Cc1ccc(N(C(=O)c2ccc(S(=O)(=O)N3CCCC3)cc2)C2C=CS(=O)(=O)C2)cc1 (centres undefined)
 : i, i
> Cc1cc(S(=O)(=O)N2CCOCC2)ccc1OCC(=O)NCCCn1ccnc1
 : i, i
> O=C(NC(Cc1ccccc1)C(=O)O)C1CCN(S(=O)(=O)c2cccc(C(F)(F)F)c2)CC1 (centres undefined)
 : i, i
> O=C(NCc1ccc(-c2nc3ccccc3s2)cc1)c1ccco1
 : i, i
> Cc1ccccc1OCC(=O)N(Cc1ccc(N(C)C)cc1)C1CCS(=O)(=O)C1 (centres undefined)
 : i, i
> O=C(O)CC(NC(=O)CCc1ccccc1)c1ccc(Cl)cc1 (centres undefined)
 : i, i
> Cc1nn(S(=O)(=O)c2ccc(F)cc2)c(C)c1S(=O)(=O)N1CCOCC1
 : i, i
> COc1ccc(-c2c(C)n([O-])c3c([n+]2=O)CCC3)cc1OC
 : i, i
> COc1ccc(C(=O)NNC(=O)c2snnc2C)cc1
 : i, i
> CCOC(=O)N1CCN(C(=O)c2cc3cc(OC)c(OC)cc3[nH]2)CC1
 : i, i

Record cards (already shown). Values in the order: CHT inh	CHT allo act
COc1ccc(C(=O)NNC(=O)c2snnc2C)cc1 reads i	i
Cc1ccccc1OCC(=O)N(Cc1ccc(N(C)C)cc1)C1CCS(=O)(=O)C1 (centres undefined) reads i	i
CCN(CCCNC(=O)CN1C(=O)COc2ccc(S(=O)(=O)N3CCC(C)CC3)cc21)Cc1ccccc1 reads i	i

(listing goes on)
Every second line gives: CHT inh, CHT allo act
> Cc1ccccc1OCC(O)Cn1c(=N)n(CCN2CCOCC2)c2ccccc21 (centres undefined)
 : i, i
> Cc1nc(=O)c(-c2ccccc2)c(C)n1-c1ccc(O)cc1
 : i, i
> Cc1cc(C)c(C(=O)COC(=O)CCNS(=O)(=O)c2c(Cl)cccc2Cl)cc1C
 : i, i
> CCc1nnc(NC(=O)C2CCCN2C(=O)Nc2ccc(Cl)cc2)s1 (centres undefined)
 : i, i
> COc1cccc(CNC(=O)c2ccncc2)c1
 : i, i
> O=C1c2ccccc2-c2nnc(-c3ccc(F)cc3)cc21
 : i, i
> O=C(NCc1ccc(F)cc1)C1CC(=O)N(C2CCCCC2)C1 (centres undefined)
 : i, i
> N#C/C(=C/c1ccc(OCc2ccc(C(=O)O)cc2)cc1)C(=O)Nc1ccccc1
 : i, i
